From PubChem
HTR5A inv ctr – HTR5A inverse agonism, opioid heterodimer counter-screen | P47898 | HTR5A cell line, luminescence | inhibition, % at 9.3 µM | 0.083% of 340,000 active | AID 504634; in the data active = inhibition mostly above about 23%, no sharp cut-off; inactive = mostly below about 18%;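 note: 0% = cells with DMSO and 100% = no-cell wells with DMSO; some compounds called inactive have numbers as strong as hits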
Target sequence (P47898 whole entry, looked up): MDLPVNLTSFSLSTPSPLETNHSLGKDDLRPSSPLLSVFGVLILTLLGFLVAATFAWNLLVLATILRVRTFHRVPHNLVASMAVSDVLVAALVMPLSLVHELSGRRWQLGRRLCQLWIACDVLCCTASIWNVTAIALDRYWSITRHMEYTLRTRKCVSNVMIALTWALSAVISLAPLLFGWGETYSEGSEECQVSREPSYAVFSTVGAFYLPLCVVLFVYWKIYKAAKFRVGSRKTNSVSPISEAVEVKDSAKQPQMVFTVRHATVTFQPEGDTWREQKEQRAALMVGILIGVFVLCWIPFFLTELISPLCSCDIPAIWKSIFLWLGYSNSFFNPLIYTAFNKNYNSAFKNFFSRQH
MOR-DOR ag – OPRM1-OPRD1 heterodimerization agonism; activation, % at 9.3 µM; 0.3% of 340,000 active; cells, luminescence; P35372+P41143; in the data active = activation above about 18%;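 note: 0% = vehicle-treated cells and 100% = reference agonist; values of inactives mirror those of a sister screen read the other way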
Mot1-301 SUMO – inhibitors of SUMOylation pathway: yeast Mot1-301 growth rescue. 1% of 320,000 active. AID 2716. S. cerevisiae Mot1-301 growth rescue, ATP luminescence, 38.5C; percent above DMSO median, 100 means doubled. growth rescue, % at 18.8 µM;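 active = every valid replicate shows activation above 250% relative to neutral control wells; inactive = the rest, any valid replicate at or below 250%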;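 note: OY570 slx delta 5 strain wells were the positive control but not used for scaling; some compounds called inactive have numbers as strong as hits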
E coli growth – counter-screen for AddAB inhibitors: E. coli growth inhibition. E. coli V3065 growth, OD600 absorbance, 18 h. inhibition, % at 11.9 µM. 0.27% of 330,000 active. AID 449728;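 active = inhibition above the campaign's mean inhibition across all tested compounds plus 3 SD, cut at about 9.9% in these data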;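 note: uninfected addAB+ strain grown without phage in ampicillin broth; 0% = DMSO wells and 100% = ciprofloxacin 0.95 µg/ml wells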
PfHsp90 yeast 2 – inhibits growth of yeast expressing Plasmodium falciparum Hsp90; S. cerevisiae expressing PfHsp90, BacTiter-Glo ATP, 48 h; yeast lacking PDR1 and PDR3 efflux regulators; inhibition, % at 9.4 µM; 0.32% of 310,000 active; AID 504621;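 active = every replicate shows inhibition above about 80%, whatever the replicate mean, limit read from the data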;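 note: 0% = DMSO neutral controls and 100% = 20 µM radicicol positive controls; yeast relying on Plasmodium falciparum Hsp90 in place of its own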
Tat export inh – inhibitors of E. coli Tat protein transport; inhibition, % at 10 µM; E. coli MC4100 TorA-mCherry Tat export, fluorescence; AID 488895; 0.036% of 340,000 active;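 active = mean replicate inhibition at least 50% and at least half of replicates individually reaching 50%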;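 note: exported cargo escapes ClpAP degradation while cytoplasmic cargo is degraded and loses fluorescence; 0% = median of neutral control wells and 100% = median of NaSCN control wells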
phage Ecoli inh – E. coli growth loss with phage present. growth absorbance. inhibition, % at 11.9 µM. 0.26% of 360,000 active. AID 651602; in the data active = inhibition above about 11%
MOR-DOR inv ag – inverse agonists of human mu-delta opioid receptor heterodimerization; P35372+P41143; cell-based MOR-DOR heterodimer luminescence, inverse agonism; inhibition, % at 9.3 µM; 0.21% of 340,000 active; in the data active = inhibition above about 22%, passing the limit was not always enough;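 note: 0% = cells with DMSO and 100% = wells without cells with DMSO; values of inactives mirror those of a sister screen read the other way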
PKA-R1A activ – activates the PKA-R1A holoenzyme complex; P00514+P68181; PKA-R1A dissociation, Cy5-IP20 fluorescence polarization; scaled: DMSO 0%, 113 µM cGMP 100%; activation, % at 11.4 µM; 0.083% of 340,000 active; AID 504707;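 active = percent activation above the mean of all tested compounds plus 3 SD, cut at about 19% in these data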;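 note: higher means more PKAc released from R1A so a rise in polarization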
AddAB inh – less growth of phage-infected E. coli with AddAB; E. coli expressing H. pylori AddAB, absorbance growth; inhibition, % at 11.9 µM; 0.29% of 330,000 active; in the data active = inhibition above about 12%;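 note: 0% = vehicle wells of infected cells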
PKA-R2B activ – activators of human PKA-R2B complex; P22694+P31323; AID 504700; 0.079% of 340,000 active; activation, % at 11.4 µM; PKA-R2B holoenzyme dissociation, Cy5-IP20 fluorescence polarization; R2B truncated from residue 108, S112A mutant; 0% DMSO only, 100% 113 µM cGMP;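 active = activation above a cutoff set at the mean over all compounds plus 3 SD, cut at about 18% in these data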;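 note: higher means more holoenzyme dissociation and a rise in polarization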
Target sequence (P31323 whole entry, looked up, other chains not shown, the tested form may be a part): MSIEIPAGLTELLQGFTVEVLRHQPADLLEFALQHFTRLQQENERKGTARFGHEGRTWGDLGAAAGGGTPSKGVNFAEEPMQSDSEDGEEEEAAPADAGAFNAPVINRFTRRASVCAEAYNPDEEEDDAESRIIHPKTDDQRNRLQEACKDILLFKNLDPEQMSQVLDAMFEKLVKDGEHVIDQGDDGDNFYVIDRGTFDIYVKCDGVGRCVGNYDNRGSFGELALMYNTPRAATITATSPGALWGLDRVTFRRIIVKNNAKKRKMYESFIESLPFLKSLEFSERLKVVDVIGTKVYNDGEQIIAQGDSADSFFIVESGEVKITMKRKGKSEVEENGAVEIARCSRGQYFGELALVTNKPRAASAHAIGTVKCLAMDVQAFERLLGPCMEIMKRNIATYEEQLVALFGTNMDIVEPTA
Starred values were filed as active, the others as inactive; x = not tested or not shown.

| SMILES | HTR5A inv ctr | MOR-DOR ag | Mot1-301 SUMO | E coli growth | PfHsp90 yeast 2 | Tat export inh | phage Ecoli inh | MOR-DOR inv ag | PKA-R1A activ | AddAB inh | PKA-R2B activ |
| --- | --- | --- | --- | --- | --- | --- | --- | --- | --- | --- | --- |
| CCC(c1n[nH]c(=S)n1-c1ccccc1)N(C)C (stereo not given) | 6 | -0.7 | -13 | -1.2 | 0 | -1 | 1.5 | 3 | 3 | 2.4 | 3 |
| Cc1ccccc1C(=O)Nc1c(C(=O)N2CCCC2)cnn1-c1ccccc1 | -24 | -1.5 | -18 | 0.7 | 10 | -15 | 1.6 | 9 | -6 | 1.9 | -4 |
| CCOc1ccc(S(=O)(=O)N2CCC(C(=O)NCc3ccncc3)CC2)cc1 | -6 | -3.6 | 0 | 1.6 | 10 | -6 | -0.7 | 20 | -3 | 0.6 | -7 |
| CC(C)c1ccc(OCc2ccc(C(=O)N(C)C)o2)cc1 | -8 | -2.7 | -13 | 1.6 | -7 | -3 | 2.2 | 12 | 6 | 2.7 | 1 |
| CCCCc1nnc(NC(=O)CSc2nc(C)cc(=O)[nH]2)s1 | -21 | 0.8 | x | 1.6 | 12 | -8 | 1.1 | -4 | -2 | 1.4 | 2 |
| FC(F)(F)c1ccncc1-c1nnnn1-c1ccc(Cl)cc1 | -5 | -2.3 | 3 | -0.7 | 2 | 3 | 0.7 | 12 | -2 | 3.1 | 1 |
| Clc1ccc(/C=N/Nc2nc(Cl)nc3ccccc23)cc1 | 15 | -1.7 | 10 | 0.9 | -41 | -12 | -0.6 | 8 | 2 | 4.3 | -4 |
| O=C(Cc1cccs1)N1CCN(c2ccc([N+](=O)[O-])cc2)CC1 | -4 | -3.6 | 14 | 0.8 | 6 | 3 | 2.1 | 18 | -1 | 5.5 | -4 |
| Cc1ccc([N+](=O)[O-])cc1S(=O)(=O)Nc1ccc(N2CCOCC2)cc1 | -8 | -2.3 | -32 | 1.7 | 1 | -5 | 3.0 | 12 | 1 | 4.6 | 2 |
| COc1ccc(N2CCN(C(=O)CN3CCN(C(c4ccccc4)c4ccccc4)CC3)CC2)cc1 | -2 | -0.9 | -18 | -3.0 | -1 | 10 | 3.7 | 6 | -11 | 1.3 | -1 |
| CSCCC(NS(=O)(=O)c1ccc(Cl)cc1)C(=O)OCC(=O)c1c(C)[nH]c2ccccc12 (stereo not given) | -41 | 9.8 | 27 | 1.7 | -16 | 28 | -0.3 | -51 | -22 | 6.1 | -4 |
| Cc1ccc(NC(=O)CC(=O)NCCN2CCOCC2)cc1 | 16 | -2.0 | -19 | -3.7 | 3 | 1 | 0.2 | 11 | -3 | 2.3 | -1 |
| CSC1=NCCN1S(=O)(=O)c1ccc(NC(C)=O)cc1 | 5 | 1.3 | 11 | -1.1 | -67 | -9 | 2.8 | -9 | 3 | -1.1 | 0 |
| Cc1nc(SCC(=O)N2CCNC2=O)c2ccccc2n1 | 3 | 0.2 | 4 | 0.8 | 2 | 4 | 2.4 | -1 | -9 | 0.4 | 3 |
| O=C(Nc1ccc(Cl)c(C(F)(F)F)c1)[C@@H]1CC=C[C@@H]2CCN(C3CCCCC3)C(=O)[C@@H]21 | -1 | -2.3 | 15 | -3.6 | x | 14 | 2.6 | 12 | 2 | -1.5 | 2 |
| Cn1nc(C(=O)NCC2COc3ccccc3O2)c2ccccc2c1=O (stereo not given) | 5 | -0.4 | -10 | 1.1 | -5 | -2 | 0.9 | 1 | -11 | -0.7 | -8 |
| Cc1ccc(S(=O)(=O)N(C)C)cc1NC(=S)N1CCCCC1CO (stereo not given) | 4 | -0.8 | 13 | 1.8 | -19 | 5 | 4.6 | 4 | 6 | 3.1 | 1 |
| COc1ccc(CCNC(=S)NC2CCN(Cc3ccccc3)CC2)cc1 | -6 | 1.0 | -8 | -1.4 | -9 | 0 | 5.2 | -6 | 0 | 2.1 | -7 |
| CC(=O)Nc1ccc(S(=O)(=O)N(C)CC(=O)OCC(=O)NNC(=O)c2ccccc2F)cc1 | 0 | -1.2 | -4 | 1.6 | 2 | 11 | 0.5 | 8 | 8 | 2.9 | 5 |
| Cc1cc(C)cc(NC(=O)CSc2nc3ccccc3nc2N2CCCCC2)c1 | -29 | 0.9 | 5 | -4.6 | 13 | 4 | 2.7 | -5 | -6 | -4.4 | -13 |
| Cc1c(NC(=O)c2cc3c(s2)-c2ccccc2OC3)cccc1[N+](=O)[O-] | -18 | 3.6 | 25 | -3.0 | -14 | 0 | 3.8 | -19 | -4 | 0.9 | -3 |
| Cc1ccc(C2=NCCn3c2c2ccc([N+](=O)[O-])cc2[n+]3[O-])cc1 | 3 | 2.7 | -9 | 4.1 | -35 | -2 | 4.0 | -15 | -1 | 5.8 | 3 |
| Cc1cc(C)cc(C(=O)N[C@@H](C)C(=O)N2CCC3(CC2)NCCc2[nH]cnc23)c1 | 18 | -2.5 | -4 | -0.1 | -11 | -3 | -0.2 | 14 | 0 | 2.0 | 0 |
| COc1ccc(F)cc1S(=O)(=O)Nc1cc2c3c(c1)CCC(=O)N3CCC2 | 9 | -1.7 | -4 | 0.7 | x | 3 | 4.1 | 11 | 1 | -0.3 | -4 |
| CCn1cc(CCC(=O)NC(C)c2ccccc2)c2ccccc21 (stereo not given) | 7 | -4.0 | -8 | -1.0 | 5 | 6 | -0.4 | 18 | -3 | 0.0 | -5 |
| CCN(CC(=O)Nc1cccc(F)c1)Cc1nc2ccccc2c(=O)[nH]1 | -5 | -2.4 | 0 | -3.9 | x | -7 | 1.8 | 12 | 10 | 2.2 | 2 |
| COc1cc(Cl)c(C)cc1NC(=O)CC1CCCC1 | -30 | 3.9 | 1 | -2.0 | 29 | 5 | 0.7 | -32 | -2 | 3.4 | -3 |
| O=[N+]([O-])c1cccc(S(=O)(=O)N2CN(c3ccc(Br)cc3)c3nc4ccccc4nc32)c1 | 8 | -1.1 | -7 | -0.2 | x | 0 | 0.2 | 6 | -4 | 0.8 | -3 |
| CCN1CCN(c2nc3ccccn3c(=O)c2C=O)CC1 | -15 | -1.3 | -11 | 1.2 | 0 | 6 | 1.3 | 6 | -6 | -0.7 | -9 |
| Cc1onc(-c2ccccc2)c1C(=O)N1CCOC12CCN(c1cccc(F)n1)CC2 | -10 | -3.5 | 2 | -1.3 | 20 | 2 | 3.2 | 17 | 0 | -1.9 | 6 |

The listing continues:
| SMILES | HTR5A inv ctr | MOR-DOR ag | Mot1-301 SUMO | E coli growth | PfHsp90 yeast 2 | Tat export inh | phage Ecoli inh | MOR-DOR inv ag | PKA-R1A activ | AddAB inh | PKA-R2B activ |
| --- | --- | --- | --- | --- | --- | --- | --- | --- | --- | --- | --- |
| C=CCn1c(CNC(=O)c2cccs2)nnc1SCC(=O)Nc1ccc(C(=O)O)cc1 | 21 | -0.2 | -9 | 0.3 | 1 | 1 | 1.4 | 1 | -1 | 0.0 | 1 |
| CCN(CC(=O)Nc1ccccc1C(F)(F)F)C(=O)c1ccc(=O)n(Cc2ccccc2)n1 | 7 | -2.8 | -27 | -1.0 | -6 | 5 | -0.5 | 15 | -4 | 0.1 | -3 |
| Cc1onc(-c2c(F)cccc2Cl)c1C(=O)Nc1sc2c(c1C(N)=O)CCC2 | -26 | 1.9 | -9 | -1.6 | 3 | -11 | 0.7 | -11 | -6 | 0.9 | 1 |
| O=C(NCCS(=O)(=O)N1CCN(c2ccccc2F)CC1)c1cccc(Br)c1 | 22 | 0.6 | -13 | -0.2 | -6 | 0 | 0.8 | -3 | -1 | 0.6 | -15 |
| Cc1ccccc1-c1nsc(SCC(=O)c2ccc(Cl)cc2)n1 | -6 | 1.0 | 1 | 0.3 | -6 | -5 | 1.0 | -5 | 3 | 3.4 | -3 |
| COCCNC(=O)CCn1nc(-c2ccc(Cl)cc2)ccc1=O | -4 | -2.4 | -8 | 1.3 | 14 | 1 | -0.2 | 14 | 0 | 2.4 | -1 |
| Cc1cccc2[nH]c(CN(C)C(=O)C3CCC(=O)N(CCc4ccccc4)C3)nc12 (stereo not given) | 15 | -4.8 | 354 | 2.1 | -11 | -1 | 4.0 | 25 | 0 | 2.6 | 7 |
| COc1ccc(CN2CC[C@H]3C=CC[C@@H](C(=O)NCCc4ccccc4)[C@H]3C2=O)cc1OC | 13 | -2.7 | 1 | -1.4 | x | -5 | 2.1 | 15 | -2 | 2.0 | -9 |
| O=C(NC1=NCCS1)c1cccc(S(=O)(=O)N2CCc3ccccc32)c1 | 8 | -1.4 | 148 | 0.1 | -16 | 5 | 3.7 | 7 | 4 | -0.8 | 9 |
| COc1cccc(C2SCC(=O)N2c2ccc(Cl)cc2)c1OC (stereo not given) | -2 | -1.2 | 1 | -0.4 | 8 | 11 | 2.9 | 6 | -3 | 1.6 | -6 |
| O=C(c1ccc(S(=O)(=O)N2CCOCC2)cc1)N(Cc1ccco1)Cc1cccs1 | -42 | 0.3 | -16 | 1.2 | 18 | -5 | 0.9 | -2 | 4 | 0.9 | -8 |
| CC[C@]12C(=O)N(C)C[C@H]([C@@H]3C(=O)N(C)C(=O)[C@@H]31)N2C(=O)c1ccc(Cl)c(Cl)c1 | -21 | -1.6 | x | x | -7 | -6 | x | 9 | 3 | x | 0 |
| CC1CN(S(=O)(=O)c2cccc(C(=O)NCC3COc4ccccc4O3)c2)CC(C)O1 (stereo not given) | -18 | 0.4 | 15 | -1.1 | 9 | -3 | -0.8 | -2 | 1 | 0.6 | 1 |
| CN(Cc1ccc2c(c1)OCO2)C(=O)c1cc(-c2ccccc2)c(N2CCOCC2)s1 | 13 | 3.7 | -15 | 0.7 | 3 | 2 | 1.8 | -15 | -14 | 1.9 | 1 |
| CC(C)Nc1nc(-c2ccccc2)nc(-n2ccnc2)n1 | -3 | 2.6 | -10 | -0.5 | x | -4 | 1.1 | -13 | 3 | -0.9 | 0 |
